tim10-1 inh = growth inhibitors of tim10-1 mutant yeast, primary screen, luminescence, uHTS; AID 463190, 2010; hit rate 2.2% among 330,000; inhibition, % at 20 µM; S. cerevisiae tim10-1 ts strain growth, BacTiter-Glo, 24 h;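 active = inhibition of at least 40%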;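 note: mutant grown at 25 °C; 0% = DMSO wells with yeast and 100% = wells holding no yeast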
beta cell repl = inducers of MIN6 beta-cell proliferation, primary screen, ATP luminescence, uHTS. proliferation, % at 10 µM. hit rate 0.29% among 330,000. AID 2380, 2010. MIN6 cells proliferation, ATPlite luminescence, 48 h; cells starved in 0.2% serum; 100% = growth in 10% serum;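 active = compounds whose signal lies at least 3.5 SD above the mean of all wells on their plate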;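 note: 0% = DMSO-treated cells in low-serum medium and 100% = 10% serum control; some compounds called inactive have numbers as strong as hits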
APOBEC3G inh = APOBEC3G DNA deaminase inhibitors, primary screen, biochemical, fluorescence, single-stranded DNA substrate, uHTS | inhibition, % at 20 µM | recombinant A3G, ssDNA deamination FAM/TAMRA fluorescence | hit rate 0.28% among 330,000 | DNA dC->dU-editing enzyme APOBEC-3G (Homo sapiens), Q9HC16;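 active = inhibition of at least 40% at 20 µM, with no more than 30% in the related APOBEC3A deaminase screen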;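 note: plate controls were DMSO wells with A3G for no effect and wells lacking A3G enzyme for full effect; some compounds called inactive have numbers as strong as hits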
Target sequence (Q9HC16 whole entry, looked up): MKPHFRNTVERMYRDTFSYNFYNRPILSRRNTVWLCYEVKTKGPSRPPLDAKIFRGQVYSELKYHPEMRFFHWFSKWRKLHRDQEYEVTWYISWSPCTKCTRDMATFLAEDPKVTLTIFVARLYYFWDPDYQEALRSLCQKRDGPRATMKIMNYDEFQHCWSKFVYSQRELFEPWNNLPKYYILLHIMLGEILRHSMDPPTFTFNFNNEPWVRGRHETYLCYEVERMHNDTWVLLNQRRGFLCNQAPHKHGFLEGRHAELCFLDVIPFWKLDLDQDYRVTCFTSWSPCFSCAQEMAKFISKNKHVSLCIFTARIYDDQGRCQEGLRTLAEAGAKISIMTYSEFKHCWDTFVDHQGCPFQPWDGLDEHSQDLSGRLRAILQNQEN
mIAP activ = activators of mouse IAP, primary screen, biochemical, luminescence, uHTS. muIAP, CDP-Star luminescence, 30 min; hits give high values; 1 = vehicle-only enzyme signal, 0 = enzyme-free wells. activation factor at 10 µM. hit rate 0.24% among 330,000. AID 2805, 2010;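 active = activation factor of at least 2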; note: the source names both 10 and 20 µM as test concentration; values of inactives mirror those of a sister screen read the other way
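System: mouse IAP enzyme. Reagent: CDP-Star chemiluminescent phosphatase substrate. Benchmarks: DMSO wells, no-enzyme wells. Times: 30 min enzyme-substrate-compound incubation at room temperature. Detection: luminescence from enzymatic CDP-Star hydrolysis. Doses: test compounds delivered from DMSO solution.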
TIM10 inh = growth inhibitors of isogenic TIM10 control yeast, primary screen, counter-screen for tim10-1 yeast inhibitor project, luminescence, uHTS | S. cerevisiae TIM10 strain growth, BacTiter-Glo luminescence, 24 h | inhibition, % at 10 µM | hit rate 1.4% among 330,000 | AID 463195, 2010;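 active = inhibition of 40% or more at the single tested concentration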;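 note: wild-type TIM10 isogenic control strain grown at permissive 25 °C; 0% = DMSO yeast wells and 100% = minimal medium wells without yeast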
hIAP block = human IAP inhibitors, primary screen, biochemical, luminescence, uHTS; purified IAP, CDP-Star luminescence, 30 min; Intestinal-type alkaline phosphatase (Homo sapiens), P09923; inhibition, % at 10 µM; hit rate 0.12% among 330,000; AID 2544, 2010;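 active = inhibition reaching a set limit with compound at 10 µM in the primary screen, cut at about 35% in these data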;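 note: plate controls were DMSO wells with enzyme for no effect and no-enzyme buffer wells for full effect; values of inactives mirror those of a sister screen read the other way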
mIAP inh = inhibitors of mouse IAP, primary screen, biochemical, luminescence, uHTS. hit rate 0.2% among 330,000. inhibition, % at 10 µM. AID 2806, 2010. intestinal alkaline phosphatase [Mus musculus]. purified mouse IAP, CDP-Star luminescence, 30 min;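 active = inhibition of at least 40% at 10 µM in the primary screen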;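 note: plate controls were DMSO with enzyme for no effect and no enzyme wells for full effect; values of inactives mirror those of a sister screen read the other way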
A3A deaminase = APOBEC3A ssDNA deaminase inhibitors, primary screen, selectivity assay for APOBEC3G inhibitor project, biochemical, FAM/TAMRA oligo cleavage fluorescence | hit rate 0.41% among 330,000 | inhibition, % at 20 µM | recombinant A3A, FAM/TAMRA ssDNA deamination fluorescence | AID 493011, 2011;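 active = at least 40% inhibition at 20 µM here, with at most 30% in a related deaminase screen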;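 note: plate controls were A3A with DMSO for no effect and wells lacking A3A enzyme for full effect; some results filed as inactive read as strong as hits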
Target sequence (P31941 whole entry, looked up): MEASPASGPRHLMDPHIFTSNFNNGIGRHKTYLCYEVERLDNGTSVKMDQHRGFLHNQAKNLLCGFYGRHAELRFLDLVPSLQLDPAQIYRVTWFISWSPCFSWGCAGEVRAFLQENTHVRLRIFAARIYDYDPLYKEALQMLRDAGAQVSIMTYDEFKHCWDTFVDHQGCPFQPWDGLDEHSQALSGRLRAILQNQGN
NALP3 yeast inh = NALP3 inflammasome inhibitors in reconstituted yeast, primary screen, luminescence, uHTS | AID 2825, 2010 | Yeast reconstituted NLRP3/ASC/caspase-1, beta-gal luminescence, 24 h | inhibition, % at 10 µM | hit rate 0.39% among 330,000;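 active = inhibition of 50% or more; inactive = inhibition below 50%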;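 note: plate controls were induced DMSO wells for no effect and uninduced yeast grown without galactose for full effect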
An asterisk follows results filed as active.

compound,hIAP block,A3A deaminase,APOBEC3G inh,TIM10 inh,mIAP inh,beta cell repl,tim10-1 inh,NALP3 yeast inh,mIAP activ
CCOC(=O)C1CCN(S(=O)(=O)c2ccc3c4c(cccc24)C(=O)N3)CC1,7,-2,-3,5,4,3,5,-1,0.96
C[C@H](NC(=O)c1nc[nH]c1C(=O)NC1CCN(C(=O)OC(C)(C)C)CC1)C(=O)OC(C)(C)C,-60,-4,-3,21,5,-1,20,3,0.95
CCOC(=O)C1CCN(Cc2ccc(O)c3ncccc23)CC1,7,-2,0,9,-1,-6,19,-28,1
O=C(CSc1nc2ccccc2c(=O)[nH]1)N1CCN(c2ccccc2)CC1,-3,-6,16,1,5,-5,12,16,0.95
COC(=O)C(C)Sc1nc2c(cnn2-c2ccc(C)cc2)c(=O)[nH]1 (stereo not given),-16,13,1,14,-1,0,20,16,1
O=C(c1ccc2c(c1)OCCO2)N1CCN(c2ccccn2)CC1,-3,3,2,1,-12,0,7,16,1.1
COc1ccc(CCNC(=O)c2cc(-c3ccc4c(c3)OCO4)on2)cc1OC,-2,3,2,-35,-17,-3,-18,11,1.2
CC1=NN(C(=O)COc2ccccc2)C(O)(c2ccccc2)C1 (stereo not given),9,-5,-11,11,0,1,17,17,1
Cn1c(SCc2ccc(Cl)cc2Cl)nc(C(F)(F)F)cc1=O,14,-2,-8,-3,10,-3,4,3,0.9
CCC(C(=O)Nc1cccc(C(=O)O)c1C)c1ccccc1 (stereo not given),-1,-1,-9,-5,4,-3,-8,19,0.96
COc1ccc(CCN(C(=O)C(F)(F)F)C(C(=O)NC2CCCCC2)c2ccc(C)s2)cc1OC (stereo not given),-2,-5,-7,8,-38,-2,4,-2,1.4
O=c1c2ccccc2ncn1-c1ccc([N+](=O)[O-])cc1Cl,11,-3,-6,-11,4,-1,-10,26,0.96
Cc1ccccc1CN1CCNC1=O,-1,1,-3,5,1,2,10,-2,0.99
O=C(O)c1cccc(CSc2nc(-c3ccc(Cl)cc3)cc(C(F)(F)F)n2)c1,1,0,-2,24,6,-5,26,21,0.94
O=C(O)c1ccccc1C(=O)Nc1ccccn1,8,-2,-3,-3,5,0,6,-10,0.95
Cc1cc(NS(=O)(=O)c2ccc(NC(=O)/C=C/c3cccc(Cl)c3)cc2)no1,15,7,17,8,-9,-3,17,26,1.1
COCCn1c(SCC(=O)Nc2ccc(NC(C)=O)cc2)nc2ccccc2c1=O,-27,-5,-8,-18,0,-4,1,17,1
COc1ccc(NC(=O)N2CCN(C(=O)c3ccco3)CC2)c(OC)c1,0,1,-1,11,1,5,6,5,0.99
C=C(C)C1CC=C(C)/C(=N/Nc2ccccc2[N+](=O)[O-])C1 (stereo not given),-35,2,-1,-5,22,-1,20,16,0.78
Cn1c(=O)c2c(nc3n2CC(O)CN3c2ccc(O)cc2)n(C)c1=O (stereo not given),-25,-3,1,4,1,-3,7,12,0.99
CCCc1nc2c(C)cc(C)cc2c(N)c1CC,3,3,-2,-12,3,-3,18,9,0.97
CC(=O)N1CCN(c2ccc(NC(=O)c3ccc(Cl)c(Cl)c3)cc2)CC1,10,-5,-5,14,3,-1,5,18,0.97
Cc1cc(-c2n[nH]c(=S)n2-c2ccc(C)c(C)c2)no1,4,-6,45*,6,7,0,7,19,0.93
Cc1c(-n2c(SCC(=O)NC(C)C)nc3ccccc3c2=O)c(=O)n(-c2ccccc2)n1C,3,-1,-5,-5,0,0,12,14,1
Cc1ccc(C(=O)NC(=S)Nc2ccc(CN3CCOCC3)cc2)cc1,-10,-7,-6,-18,12,3,15,8,0.88
NC1(C#Cc2ccc3c(=O)c4ccccc4sc3c2)CCCCC1,17,2,-2,35,14,-6,5,28,0.86
CC1CCCCC1NC(=O)Cn1cccc1C(=O)c1ccccc1 (stereo not given),3,-4,-4,16,7,4,11,5,0.93
Cc1ccc2c(c1)c(C1=NC(=S)NC1=O)c(O)n2C,-32,-1,0,-33,-1,0,-35,22,1
O=C(NCc1ccccc1)C1CCCN(S(=O)(=O)c2ccc(F)cc2)C1 (stereo not given),-4,-2,-11,1,4,2,-2,18,0.96
CCN(C(=O)COC(=O)c1cn(-c2ccccc2)nc1-c1ccccc1)C1CCS(=O)(=O)C1 (stereo not given),-5,-3,-3,12,-3,-3,-2,4,1

Overlap with the part before: 2 entries; new compounds follow.
compound,hIAP block,A3A deaminase,APOBEC3G inh,TIM10 inh,mIAP inh,beta cell repl,tim10-1 inh,NALP3 yeast inh,mIAP activ
O=C(NCc1ccccc1)C1CCCN(S(=O)(=O)c2ccc(F)cc2)C1 (stereo not given),-4,-2,-11,1,4,2,-2,18,0.96
CCN(C(=O)COC(=O)c1cn(-c2ccccc2)nc1-c1ccccc1)C1CCS(=O)(=O)C1 (stereo not given),-5,-3,-3,12,-3,-3,-2,4,1
CCc1nccn1Cc1cc(C=O)ccc1OC,0,4,-3,12,2,-1,13,2,0.98
CC1CN(C(=O)COC(=O)c2ccccc2O)CC(C)O1 (stereo not given),11,-4,-8,12,-3,0,-8,16,1
COc1ccc(CCNC(=O)CC2Oc3ccc(Cl)cc3NC2=O)cc1OC (stereo not given),2,-1,-6,-1,-20,1,12,-3,1.2
CCN(C(=O)c1cn(C)c(=O)c2cc(OC)c(OC)cc12)c1cc(OC)ccc1OC,-1,0,1,9,1,-1,17,4,0.99
COc1ccc(CC(=O)Nc2ccc(S(=O)(=O)N3CCOCC3)cc2)cc1,11,-6,-6,6,-12,1,2,12,1.1
COc1ccc(C(=O)Nc2ccc(C(=O)NCCc3ccccc3)cc2)cc1,1,4,-5,-17,-3,-1,-17,5,1
O=[N+]([O-])c1ccc(N2CCN(C(=S)Nc3ccc(F)cc3)CC2)cc1,8,-2,-14,3,12,-3,0,10,0.88
Cc1ccsc1/C=N/Nc1ncc(Cl)cc1Cl,-6,-1,-5,5,8,-3,0,34,0.92
COc1cc(/C=C/C(=O)OCC(=O)NC(=O)NC2CCCCC2C)ccc1OC(F)F (stereo not given),-3,-3,-9,-14,-5,0,-4,-2,1.1
CC(=O)C1=C(C)NC(C)=C(C(C)=O)C1c1cccs1,-23,-7,-9,2,1,0,-4,11,0.99
CC(=O)c1cccc(CN2CCC(CO)(CCOc3ccccc3)CC2)c1,-11,0,-7,-1,6,-2,-25,21,0.94
COc1cc(/C=C/C(=O)OCC(=O)NCCN2C(=O)CSC2=O)ccc1OC(F)F,13,1,-5,-3,3,-1,1,-3,0.97
O=C(CCCSc1nc2ccccc2[nH]1)NCc1ccccc1Cl,2,19,-10,9,-2,1,5,4,1
CC(=O)Nc1c2c(nn1-c1ccc(C)cc1C)CS(=O)C2 (stereo not given),10,12,-4,-4,-3,7,11,6,1
O=C(OCC(=O)N1CCCC1)c1c[nH]c2ccccc12,1,6,-3,5,-1,-6,7,23,1
O=C(NCCc1csc(-c2cccnc2)n1)c1ccc(Br)o1,-2,3,2,-5,6,-2,13,-10,0.94
Cc1ccc(-c2ccc(C(=O)O)[nH]2)cc1,12,-3,-5,8,6,-1,1,-9,0.94
CN1CCN(S(=O)(=O)c2ccc(NC(=O)Nc3cccc(Cl)c3)cc2)CC1,-23,-2,-9,-4,-89,-5,9,-3,1.9
Cc1cccc(SC2CCN(Cc3nc(CC4CC4)no3)CC2)c1,1,4,0,-9,12,0,30,9,0.88
CCCCOc1ccc(C(=O)NNC(=O)C2C3CCC(C3)C2C(=O)O)cc1 (stereo not given),-3,-2,-6,7,5,-2,6,20,0.95
CCOc1ccccc1NC(=O)c1ccccc1-c1ccccc1,-6,-3,-6,9,5,-2,17,5,0.95
Cn1nnnc1SCCNCc1ccccc1OCc1ccc(F)cc1,-15,-3,-5,-37,-14,0,-1,-6,1.1
Cc1nn(CC(=O)Nc2cc(S(=O)(=O)N3CCOCC3)ccc2Cl)c(C)c1[N+](=O)[O-],-8,-3,-10,-14,8,2,-6,29,0.92
COc1ccc(CCNC(=O)C(C(=O)c2ccccc2)n2ccccc2=O)cc1OC (stereo not given),14,2,2,7,-2,-1,-5,11,1
CCC1CCCCN1C(=S)NC1CCCCC1 (stereo not given),-7,0,-3,12,4,-2,16,8,0.96
COC(=O)[C@@H](NC(=O)NCc1ccco1)C(C)C,16,1,-1,8,1,5,-3,13,0.99
Cc1ccc(S(=O)(=O)NC(CCC(N)=O)C(=O)NCc2ccc3c(c2)OCO3)c(C)c1 (stereo not given),-2,0,-10,-4,0,2,-5,33,1
COCCN(CCOC)c1ncnc2c1cnn2-c1ccc(Cl)cc1,13,1,-2,14,5,3,30,28,0.95
O=[N+]([O-])c1cc2c(c(CSc3nnc4ccccn34)c1)OCOC2,-25,-3,-9,-2,-12,1,-3,-2,1.1
COc1cc(CCC(=O)NCc2ccc3c(c2)OCO3)cc(OC)c1OC,-7,-2,-8,-9,-1,-1,3,0,1

Source: PubChem BioAssay (Sanford-Burnham Center for Chemical Genomics)
